PTAP TSG101 blk = blocks PTAP/TSG101 interaction to inhibit HIV-1 budding. Potency, µM (series often up to 115 µM), for the others: at the highest dose activity change, negative = inhibition, hits mostly inhibitors. Q99816. Fluorescence polarization, FITC-PTAP peptide / Tsg101 binding. 340,000 tested, under 10 active; active = well fitted inhibition curve with a large enough effect in the main read-out, with a control signal flat, not every such curve was filed as active; inconclusive = small, poorly fitted or top-dose-only effect, or effect the other way, or a change in a side signal; inactive = no such curve, though single readings can be large or run the other way; note: potency is the fitted concentration of half-maximal effect; % of control where 0% means no effect
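Steps: Tsg101 binding domain dispensed (10 uM final), compounds pinned in DMSO, FITC-labeled PTAP-motif peptide added (50 nM final); after 20 min binding at room temperature, polarization measured.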
ELG1 DNA repair = inhibitors of ELG1-dependent DNA repair in HEK293T cells. HEK293T ELG1-luciferase reporter, luminescence, 16 h; DNA damage induced by 5-fluorouridine. Potency, µM (series often up to 46.1 µM), inactives show top-dose activity change, negative = inhibition, most hits filed as inhibitors. hit rate 2.3% among 330,000. AID 504467; note: potency is the fitted concentration of half-maximal effect; % is set by controls: 0 for no effect and ±100 for the full control effect; nearly all actives have a fitted effect of over 55% in size
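Luminescence from the luciferase reporter, measured 30 min after ONE-Glo reagent at room temperature, was the read-out. Beforehand, 2,000 cells per well were exposed for 16 hr at 37 °C to 5-fluorouridine together with compound or vehicle.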
Chronic BCR inh = chronic active BCR signaling inhibition | ABC-DLBCL IkBa-CBG/CBR reporter, luminescence ratio, 4 h | Potency, µM (top dose mostly 46.1 µM), for inactives: at the highest dose ratio change, negative = lower green/red ratio, usual class: inhibitors | hit rate 0.05% among 340,000; active = well fitted inhibition curve with a large enough effect in the signal ratio, with a control signal flat, not every such curve was filed as active; inconclusive = small, poorly fitted or top-dose-only effect, or effect the other way, or a change in a side signal; the % refers to the signal ratio;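 note: potency is the fitted concentration of half-maximal effect; plate controls were basal doxycycline-induced cells for no effect and cells given 10 µM MG132 for full effect; MG132 reads +100%, hits lower the ratio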
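TMD8 ABC-DLBCL cells carrying doxycycline-inducible green luciferase fused to IkappaBalpha plus unfused red luciferase were exposed to compounds (up to 46 uM) for 4 hrs at 37C. Activity came from the overlap-corrected green/red luminescence ratio.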
Eya2 phos inh = Eya2 (human) phosphatase inhibition | Potency, µM (titrated, usually from 76.9 µM), inactives show at the highest dose activity, negative = inhibition, actives largely listed as inhibitors | hit rate 0.006% among 330,000 | recombinant Eya2, OMFP fluorescence dephosphorylation (OMFP is methylfluorescein phosphate) | O00167; note: potency is the fitted concentration of half-maximal effect; % is set by controls: 0 for no effect and ±100 for the full control effect
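Eya2 (0.2 uM) preincubated 10 min at ambient with compound, then OMFP substrate added at 50 uM; 10 min reaction in 50 mM HEPES pH 7.5, 50 mM NaCl, 5 uM MgCl2, 0.05% BSA, 1 mM DTT. Fluorescence read at Ex 485/Em 525 nm.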
TCR activator = activators of T cell receptors; primary human leukocytes, anti-CD3, IL-2 HTRF, 48 h; Potency, µM (highest dose often 9.22 µM), without a hit: at the top dose activation of IL-2 secretion, usual class: activators; 330,000 tested, under 10 active; AID 504894; note: % of control where 0% means no effect
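HTRF read-out of IL-2 secretion: europium cryptate donor excited at 320nm, d2 acceptor emission at 665nm. Cells were primary human leukocytes incubated 48 hr with compounds and a-CD3 beads, supplying TCR signal only.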
B2AR arrestin = agonists driving beta-arrestin recruitment to human beta2-adrenergic receptor. P07550. beta-arrestin recruitment to beta2AR, cell-based reporter. Potency, µM (highest dose often 46.1 µM), inactives show at the highest dose activation, actives largely listed as activators. hit rate 0.02% among 330,000. AID 492947;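 note: potency is the fitted concentration of half-maximal effect; 0% = DMSO controls and full agonism = EC100 isoproterenol or metaproterenol; nearly all actives have a fitted effect of over 65% in size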
Tb PFK inh = T. brucei PFK enzyme inhibition; O15648; T. brucei PFK, ADP-Glo luminescence; Potency, µM (highest dose often 57.5 µM), for inactives: top-dose activity, negative = inhibition, hits mostly inhibitors; hit rate 0.17% among 330,000; AID 485367;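 note: potency is the fitted concentration of half-maximal effect; 0% = uninhibited 1x PFK enzyme wells and -100% = no-enzyme wells; nearly all actives have a fitted effect of over 60% in size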
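Activity is normalized to no-enzyme wells (full inhibition) and 1.25 nM enzyme wells (no inhibition). Reaction: 0.5 mM F6P, 0.1 mM ATP, 45 min RT, ADP-Glo luminescence; concentration-response curves fitted and classed by quality.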
TSHR antagonist = antagonists of human thyroid stimulating hormone receptor. P16473. TSHR-expressing cells, TSH-stimulated cAMP HTRF, 2 h; stronger effect = lower value. activity change, negative = inhibition, % at 11.5 µM. hit rate 0.2% among 330,000;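 active = activity change below a set negative limit, meaning inhibition stronger than a set level, cut at about -70% in these data; inconclusive = activity change between two set negative limits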; note: % is set by controls: 0 for no effect and ±100 for the full control effect
Target sequence (P16473 whole entry, looked up): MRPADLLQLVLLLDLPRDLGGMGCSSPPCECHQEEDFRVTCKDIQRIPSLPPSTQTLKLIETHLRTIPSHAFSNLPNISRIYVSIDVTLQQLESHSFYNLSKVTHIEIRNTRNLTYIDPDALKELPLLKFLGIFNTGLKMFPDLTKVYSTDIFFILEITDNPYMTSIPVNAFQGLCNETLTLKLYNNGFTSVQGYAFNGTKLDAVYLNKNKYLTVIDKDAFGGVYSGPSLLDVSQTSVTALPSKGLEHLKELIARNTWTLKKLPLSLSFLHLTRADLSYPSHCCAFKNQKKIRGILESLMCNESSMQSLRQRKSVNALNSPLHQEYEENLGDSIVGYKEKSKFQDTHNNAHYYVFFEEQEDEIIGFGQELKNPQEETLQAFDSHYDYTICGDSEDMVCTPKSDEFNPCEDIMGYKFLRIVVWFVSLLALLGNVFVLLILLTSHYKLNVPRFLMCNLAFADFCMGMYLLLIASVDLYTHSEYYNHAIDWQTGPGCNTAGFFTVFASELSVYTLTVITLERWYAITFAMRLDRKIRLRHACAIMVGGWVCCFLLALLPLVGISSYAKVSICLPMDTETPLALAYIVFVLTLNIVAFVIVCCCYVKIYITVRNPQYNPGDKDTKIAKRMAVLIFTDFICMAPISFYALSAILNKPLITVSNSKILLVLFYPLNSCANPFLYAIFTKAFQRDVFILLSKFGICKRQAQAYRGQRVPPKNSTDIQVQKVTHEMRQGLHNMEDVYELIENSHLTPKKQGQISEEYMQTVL
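TSHR-expressing cells, 200/well, pre-treated with compound, then stimulated with EC80 TSH (4nM final) for 2 hours at 37 deg C. cAMP measured by competitive HTRF: anti-cAMP cryptate antibody in lysis buffer plus cAMP-d2, read after 30 minutes at room temperature.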
uPA generation = cell surface uPA generation inhibition; cell surface uPA generation assay, qHTS; Potency, µM (doses to about 38.3 µM), inactives show top-dose activity change, negative = inhibition, hits mostly inhibitors; hit rate 0.31% among 330,000; AID 540303; active = well fitted inhibition curve with a large enough effect; inconclusive = small, poorly fitted or top-dose-only effect; inactive = no such curve, though single readings can be large or run the other way; tested in mouse RAW 264.7 cells; note: potency is the fitted concentration of half-maximal effect; % is set by controls: 0 for no effect and ±100 for the full control effect; nearly all actives have a fitted effect of over 55% in size
USP2a inh = inhibitors of human ubiquitin-specific protease USP2a; AID 463254; hit rate 0.01% among 330,000; USP2 core, Ub-CHOP2 coupled fluorogenic reporter, 485/531; Potency, µM (top dose mostly 38.3 µM), without a hit: at the top dose activity change, negative = inhibition, most hits filed as inhibitors;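 note: potency is the fitted concentration of half-maximal effect; plate controls were DMSO wells for no effect and full inhibition by NEM control for full effect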
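USP2 core (10nM final) preincubated 30min RT with compound in 20mM Tris-HCl pH 8.0, 2mM CaCl2, 2mM beta-mercaptoethanol, 0.05% CHAPS; 25nM Ub-CHOP2 plus 25nM reporter substrate added, fluorescence (Ex485/Em531) read after 60min.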
Mito fusion yeast = mitochondrial division inhibition or fusion activation | S. cerevisiae fusion-defective mutant growth rescue, CellTiterGlo 48 h | Potency, µM (doses to about 46.1 µM), without a hit: at the top dose growth rescue (activation), usual class: activators | hit rate 0.23% among 320,000 | AID 485298;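 note: potency is the fitted concentration of half-maximal effect; % of control where 0% means no effect; nearly all actives have a fitted effect of over 45% in size; temperature-sensitive fusion mutants such as fzo1-1 at 37 °C on non-fermentable ethanol glycerol medium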
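Temperature-sensitive fusion-defective S. cerevisiae (e.g. fzo1-1, mgm1-5) were grown with compound in YPEG medium (3% ethanol, 3% glycerol) for 48 hours at 37C. Growth rescue was measured as viability by CellTiterGlo luminescence after 10 minutes at ambient.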
An asterisk follows results filed as active; ? = inconclusive; . = not tested or not shown; [ ] = remark or other dose. Unless noted, calls come from the whole dose curve; as a rule, active = well fitted curve in the direction sought with a large enough effect; inconclusive = small, poorly fitted or top-dose-only effect, or another doubt; inactive = no such curve, though single readings can be large; an effect the other way counts as inactive or inconclusive. Random draw from the library. Share with any hit: about 3%.

mol	Mito fusion yeast	TSHR antagonist	Eya2 phos inh	ELG1 DNA repair	USP2a inh	PTAP TSG101 blk	TCR activator	uPA generation	Tb PFK inh	B2AR arrestin	Chronic BCR inh
O=C(CSc1nc(=O)n2ccccc2n1)N1N=C(c2cccs2)CC1c1ccc(F)cc1 (configuration not stated)	8%	-9	3%	-2%	-3%	2%	1%	6%	8%	0.1%	11%
Cc1cc(C)n2nc(SCC(=O)N(CCC#N)c3ccccc3F)nc2n1	-4%	9	22%	9%	-1%	-1%	0%	3%	-1%	0.1%	-3%
O=C(NCc1ccc(F)cc1)Nc1cccc([N+](=O)[O-])c1	-4%	-6	-8%	?	2%	1%	0%	9%	-5%	-0.2%	?
O=C(O)c1nn(CCOc2ccc(Cl)cc2Cl)c(=O)c2ccccc12	-7%	6	-3%	?	-6%	-5%	1%	-4%	-1%	-0.6%	?
Cc1ccc(OCCOCCN2CCN(C)CC2)c(C(C)(C)C)c1	-4%	-2	-2%	0%	-10%	-1%	-5%	-11%	0%	-0.3%	3%
CC(NC=C1C(=O)OC(C)(C)OC1=O)C(=O)O (configuration not stated)	-6%	1	-2%	?	1%	-2%	1%	3%	8%	-0.4%	0%
CN1CCN(c2ccccc2NC(=O)c2ccc(N3CCCC3)c([N+](=O)[O-])c2)CC1	-1%	-7	-13%	?	0%	-2%	0%	-5%	-3%	-0.9%	1%
COCCNC(=O)CN1C(=O)CSc2ncccc21	-2%	0	-12%	0%	-1%	-7%	0%[46.1 µM]	7%	20%	-1.0%	0%
Cc1ccc(NC(=O)CSc2ccc(-c3ccco3)nn2)cc1	-1%	5	1%	3%	9%	0%	-1%	-1%	-7%	-0.8%	0%
CCOC(=O)C1=C(C)N=C2SC(C(=O)OC)=CC(=O)N2C1c1cccc(OC)c1 (configuration not stated)	-1%	19	9%	-13%	1%	0%	0%	-3%	0%	0.2%	9%
Cc1ccc(NC(=O)CN(C)S(=O)(=O)c2ccc3c(c2)n(C)c(=O)c(=O)n3C)c(C)c1	7%	-5	5%	-3%	0%	-4%	-4%	1%	-1%	-0.2%	-3%
CC(C)OCC(O)CSc1ccccn1 (configuration not stated)	3%	-18	28%[15.4 µM]	16%	4%	-4%	5%	.	1%	-0.2%	?
O=c1cc(Nc2cccc(Br)c2)[nH]c(=O)[nH]1	1%	4	-2%	5%	2%	-1%	5%	4%	-6%	-0.1%	0%
Cc1ccccc1NS(=O)(=O)c1ccc(OCC(=O)NCC2CCCO2)cc1 (configuration not stated)	2%	5	-4%	10%	2%	.	-3%	?	-4%	-0.4%	0%
Cc1ccc(S(=O)(=O)N2CCC(NC(=O)c3cccc(C)c3)CC2)cc1	0%	-5	11%	13%	2%	3%	-1%	2%	2%	-0.2%	-1%
CCOc1ccccc1CN1CCN(CCCc2ccccc2)CC1CCO (configuration not stated)	-3%	-9	9%	-5%	1%	-1%	-5%	-19%	-5%	0.3%	0%
O=C(CSc1nncs1)NCCCc1ccccc1	?	5	-3%	?	-3%	2%	1%	16%	-8%	-0.2%	7%
CC(=O)c1cccc(NC(=O)c2cc3ccccn3n2)c1	1%	-1	-11%	?	3%	0%	0%	?	1%	-0.7%	?
CCOC(=O)N1CCC(N(CCN(C)C)C(=S)Nc2cccc(SC)c2)CC1	1%	10	13%	-1%	7%	-5%	4%	4%	1%	0.6%	-2%
CC(C)=CCN1CCN(Cc2nc(C(C)C)cs2)CC1CCO (configuration not stated)	2%	3	-2%	5%	-5%	3%	-10%	-1%	2%	-0.7%	-3%
COc1ccccc1/C=N/NC(=O)NC12CC3CC(CC(C3)C1)C2	-5%	-1	-1%	0%	2%	1%	-2%	4%	-4%	-1.1%	3%
CC(C)c1cc(C(=O)NC2CCCCC2)no1	8%	-5	3%	?	4%	-4%	-4%[46.1 µM]	.	-4%	0.4%	?
O=C(NCCCN1CCOCC1)c1cn(-c2ccccc2)nc1-c1ccc(F)cc1	.	-9	-10%	-5%	2%	-7%	0%	-2%	2%	-0.6%	2%
COc1cccc(NC(=O)CN(C)C(=O)Cc2c(C)nc3ccccc3c2C)c1	3%	0	4%	?	1%	-6%	5%	-4%	-6%	-0.1%	-7%
COC(=O)c1ccc(NC(=O)CSc2nc3ncccc3[nH]2)cc1	0%	1	-27%	13%	0%	-10%	4%	-7%	2%	0.1%	-18%
C=CCN(CC=C)C(=O)c1ccc(OC2CCN(Cc3ccccn3)CC2)cc1	-5%	5	11%	3%	0%	-1%	-3%	2%	3%	-1.1%	-3%
CC(=O)Nc1ccc(C(=O)Nc2cccc(S(=O)(=O)N(C)c3ccccc3)c2)cc1	-1%	-20	-5%	?	-4%	-7%	-8%	-5%	4%	0.1%	-2%
Cc1ccc(O)c(C(=O)c2cnc3c(c2)c(C)nn3C)c1	-12%	4	-1%	-18%	2%	-4%	-1%	5%	-2%	0.5%	-14%
CSc1nc(N)nc(C(C)C)n1	-2%	6	2%	26%	5%	1%	-3%	-2%	-4%	0.2%	?
c1ccc2c(c1)-c1cccc3c1c-2cc1ccccc13	5%	-15	1%	27%	-2%	.	.	.	-4%	0.1%	8%
CS(=O)(=O)N1CCN(C(=O)Cc2cccs2)CC1	-2%	0	15%	4%	0%	-5%	1%	.	-10%	-0.4%	1%
Cc1ccc(N(C)C(=O)C2CCN(S(=O)(=O)c3ccc4c(c3)oc(=O)n4C)CC2)cc1	-4%	9	9%	0%	-6%	0%	-4%	-7%	0%	-0.8%	-12%
N#Cc1ccccc1Sc1ccccc1C(=O)Nc1ccc(Br)cc1	-3%	-21	3%	-2%	-1%	-3%	6%	-8%	-5%	0.1%	4%
CCOC(=S)SCc1cn2ccccc2n1	-2%	-4	0%	20%	0%	-3%	1%	-6%	-8%	-0.1%	1%
Cc1cccc(OCCCCCN2CCOCC2)c1C	6%	2	4%	-18%	-2%	-1%	0%	0%	-2%	0.0%	-4%
CCOC(=O)Cc1csc(NS(=O)(=O)c2ccc(F)cc2)n1	2%	-6	12%	1%	2%	0%	-5%	8%	-1%[0.46 µM]	-0.8%	?
COc1cc(C(=O)NC(C)c2cc(C)ccc2C)ccc1OCC(=O)N1CCOCC1 (configuration not stated)	1%	5	-15%	4%	4%	-1%	1%	2%	1%	-0.1%	-1%
Cc1ccc(C(=O)NCCCNC(=O)c2ccccn2)cc1	-11%	-6	-1%	11%	3%	-1%	6%	1%	4%	-0.4%	0%
O=C(N/N=C/c1cccc(Br)c1)c1ccc(Cn2cc(Br)cn2)o1	7%	-6	-20%	?	6%	-1%	-11%[46.1 µM]	-14%	-12%	-1.1%	-3%
Cc1ccccc1CN(c1ccc(C(=O)Nc2ccccc2C(=O)NCc2ccco2)cc1)S(C)(=O)=O	3%	23	-40%	7.3µM*	-1%	-5%	-1%	.	2%	0.0%	-14%
O=C(COC(=O)CSc1ccc(Cl)cc1)Nc1ccc2[nH]c(=O)[nH]c2c1	.	11	-2%	17%	-1%	-9%	6%	0%	-8%	-0.5%	2%
N#Cc1ccc(CSCC(=O)NN=C2CCCC2)cc1	16%	-2	-6%	8%	3%	-6%	-2%	-1%	2%	-0.4%	-11%
O=C1C2C3C=CC(C4CC34)C2C(=O)N1/N=C/c1ccc([N+](=O)[O-])s1 (configuration not stated)	-1%	-8	1%	?	6%	0%	-11%[46.1 µM]	1%	0%	-0.3%	0%
COc1ccc(N(C(=O)c2snc(C(N)=O)c2N)C(C(=O)NC2CCCC2)c2ccc(OC)c(OC)c2)cc1 (configuration not stated)	4%	19	15%	-3%	2%	-10%	9%	-4%	0%	-0.2%	2%
